From PubChem
D1 mod = D1 CRE-luciferase signal change, two-sided – cell-based, HEK293 D1, dopamine EC30, D1 allosteric modulator project, primary screen. D(1A) dopamine receptor (Homo sapiens), P21728. B-score at 10 µM. dopamine EC30 potentiation; actives deviate in either direction. AID 641, 2007. hit rate 5.9% among 58,000;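 active means luminescence count or its row- and column-corrected plate score outside the 99.7% band of the plate's sample wells, on either side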
Ec RNAP inh = E. coli RNAP inhibitors, biochemical | hit rate 0.2% among 62,000 | E. coli RNA polymerase, fluorescence transcription assay | inhibition, %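 (tested at 10 µM)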 | AID 559, 2006 | DNA-directed RNA polymerase subunit beta (Escherichia coli (strain K12)), P0A8V2; in the data active means inhibition above about 20%;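 further: 0% = enzyme without compound and 100% = no enzyme blank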
Target sequence (P0A8V2 whole entry, looked up): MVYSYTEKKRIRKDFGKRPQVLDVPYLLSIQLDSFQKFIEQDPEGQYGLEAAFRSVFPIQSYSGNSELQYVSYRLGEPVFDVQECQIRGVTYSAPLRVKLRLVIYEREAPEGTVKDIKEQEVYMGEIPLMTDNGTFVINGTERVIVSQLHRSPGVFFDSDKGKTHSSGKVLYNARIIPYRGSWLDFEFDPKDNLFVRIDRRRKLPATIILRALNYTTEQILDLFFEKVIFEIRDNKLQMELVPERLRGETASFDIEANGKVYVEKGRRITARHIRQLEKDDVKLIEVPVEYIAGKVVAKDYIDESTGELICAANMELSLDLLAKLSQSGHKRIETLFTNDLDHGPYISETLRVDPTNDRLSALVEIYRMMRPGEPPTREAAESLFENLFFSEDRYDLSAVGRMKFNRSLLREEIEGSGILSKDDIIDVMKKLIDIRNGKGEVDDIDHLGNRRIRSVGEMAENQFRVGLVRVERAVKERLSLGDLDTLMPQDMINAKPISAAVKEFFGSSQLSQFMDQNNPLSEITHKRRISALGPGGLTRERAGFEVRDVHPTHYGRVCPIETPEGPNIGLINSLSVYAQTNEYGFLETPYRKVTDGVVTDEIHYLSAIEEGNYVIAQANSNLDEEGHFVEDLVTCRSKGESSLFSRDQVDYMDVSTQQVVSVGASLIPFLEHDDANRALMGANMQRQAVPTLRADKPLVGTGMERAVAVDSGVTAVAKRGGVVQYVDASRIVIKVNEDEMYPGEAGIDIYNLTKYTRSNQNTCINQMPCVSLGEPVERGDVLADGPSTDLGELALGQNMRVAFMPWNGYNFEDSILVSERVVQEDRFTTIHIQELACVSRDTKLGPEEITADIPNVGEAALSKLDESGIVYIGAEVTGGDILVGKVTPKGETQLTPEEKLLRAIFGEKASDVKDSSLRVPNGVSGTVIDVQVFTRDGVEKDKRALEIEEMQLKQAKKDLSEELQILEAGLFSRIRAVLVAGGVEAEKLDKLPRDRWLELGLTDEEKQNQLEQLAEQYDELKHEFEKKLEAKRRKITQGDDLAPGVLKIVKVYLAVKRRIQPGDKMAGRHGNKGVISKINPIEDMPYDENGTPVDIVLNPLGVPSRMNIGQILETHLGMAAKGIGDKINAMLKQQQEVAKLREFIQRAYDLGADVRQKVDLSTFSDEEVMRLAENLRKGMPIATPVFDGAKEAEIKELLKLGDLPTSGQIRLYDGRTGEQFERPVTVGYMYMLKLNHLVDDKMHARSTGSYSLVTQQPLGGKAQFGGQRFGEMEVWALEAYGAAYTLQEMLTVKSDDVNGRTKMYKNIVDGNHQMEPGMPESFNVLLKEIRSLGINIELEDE
TNAP act DEA = human TNAP enzyme activators, primary screen, biochemical, luminescent, intermediate phosphate acceptor level; purified TNAP, CDP-star luminescence, 100 mM DEA, 30 min; stronger effect = higher value; scale: 0 levamisole-inhibited, 1 vehicle-only enzyme; activation factor at 20 µM; 64,000 tested, under 10 active; AID 813, 2007;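 active means activation factor of at least 2 at 20 µM, relative to controls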
M1 antag = antagonists of rat M1 muscarinic receptor. B-score at 10 µM. CHO-M1 cells, Fluo-4 calcium, ACh EC80 antagonist mode; stronger effect = lower value. hit rate 3.4% among 64,000. Muscarinic acetylcholine receptor M1 (Rattus norvegicus), P08482. AID 628, 2007;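 active means calcium fluorescence response, raw or row-and-column corrected B-score, differing from the plate sample mean either way at a set confidence level, mostly lower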
Jurkat tox 60K = cytotoxicity toward Jurkat T cells, primary screen, cytotoxicity control, cell-based, Jurkat E6.1, 60K MLSMR library; Jurkat E6.1 viability, ATP luminescence, 48 h; inhibition, % at 4 µM; hit rate 1.2% among 56,000; AID 463, 2006;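 active means inhibition above the mean inhibition of all tested compounds plus 3 SD, cut at about 28% in these data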
S1P1 ag pot = S1P1 agonists and agonism potentiators, primary screen, cell-based, primary and confirmation screens, CRE-bla reporter; Sphingosine 1-phosphate receptor 1 (Homo sapiens), P21453; S1P1 CRE-bla cells, forskolin, beta-lactamase FRET, potentiator mode; S1P1 agonist co-added at EC20, 2 nM; 100% = saturating reference agonist, 0% = basal; activation, % at 9.5 µM; hit rate 0.57% among 56,000;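 active means activation above a cutoff set at the mean activation of all tested compounds plus 3 SD, cut at about 54% in these data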;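 further: forskolin at 4 µM as EC80 and the EC20 agonist is SEW2871; 100% = SEW2871 at its EC100 plus forskolin at EC80; some compounds past the cut are filed as inactive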
M1 agonist = M1 muscarinic receptor agonists, primary screen, CHO-M1 cells, Fluo-4 calcium, agonist mode; hit rate 3% among 64,000; AID 626, 2007; B-score at 10 µM; Fluo-4 calcium fluorescence; stronger effect = higher value; Muscarinic acetylcholine receptor M1;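 active means fluorescence rise, raw or as B-score row- and column-corrected plate score, outside the 99.7% band of its plate's samples, either direction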
S1P3 ag = human S1P3 receptor agonists, primary screen, cell-based, primary and confirmation, NFAT-BLA reporter; activation, % at 4.5 µM; AID 373, 2006; Sphingosine 1-phosphate receptor 3 (Homo sapiens), Q99500; hit rate 0.1% among 60,000; S1P3 NFAT-BLA reporter cells, agonism, FRET ratio; relative to 1 µM S1P, basal subtracted;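 active means activation above the screen-wide mean plus 3 SD, cut at about 4.5% in these data, passing the limit was not always enough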; further: some compounds called inactive have numbers as strong as hits
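material = human S1P3 NFAT-BLA reporter CHO cells | schedule = 4 h compound at 37 °C, 2 h substrate at RT | measured by = fluorescent BLA substrate, ex 405 nm, em 460/535 nm ratio | controls = 1 µM S1P reference | replication = primary once, confirmation triplicate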
HEK293 NFkB inh = inhibitors of PMA/ionomycin-induced NF-kB reporter, primary screen, antigen receptor NF-kB inhibitor project, cell-based, HEK-293 luciferase reporter, luminescence. HEK-293 NF-kB luciferase reporter. inhibition, % at 3 µM. hit rate 0.21% among 62,000. AID 465, 2006;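 active means inhibition above the mean of all tested compounds plus 3 SD, cut at about 40% in these data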;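 further: 0% = stimulated DMSO wells and 100% = 10 µM reference inhibitor 5653914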
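Timing: 1 h pretreatment, 16 h stimulation, 37 °C; system: HEK-293 cells with stable firefly luciferase reporter driven by four HIV NF-kB elements; doses: 3 µM once, 0.30% DMSO; measured by: luciferase luminescence; control set: DMSO and 10 µM reference inhibitor; repeats: single test; reagent: PMA plus ionomycin mix as NF-kB-activating stimulus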
The depositor's hits bear a star; . = not tested or not shown.

compound,Ec RNAP inh,HEK293 NFkB inh,D1 mod,M1 antag,M1 agonist,S1P3 ag,S1P1 ag pot,TNAP act DEA,Jurkat tox 60K
Cc1ccc(-c2nn(C)c(=O)c3ccccc23)cc1CNS(C)(=O)=O,.,16,0.37,.,.,0.2,-31,0.9,6
CC(/C=C/c1ccccc1)=N/O,6,2,-0.081,0.42,-0.58,-1.0,9,0.9,-6
Fc1ccc(NCc2cn3ccccc3n2)cc1,5,-6,0.19,0.14,-0.82,-0.3,-8,0.9,-1
COc1ccc(-n2ncc3c(=O)n(CC(=O)N4CCCc5ccccc54)cnc32)cc1,1,16,-0.69,0.53,-0.67,-0.4,-13,0.9,6
COC(=O)c1cccc(C(=O)Nc2ccc(C)cc2)n1,4,-11,0.07,0.86,1.1,0.3,-12,1,4
NC(=O)c1nc(N2CCOCC2)nc(N2CCOCC2)n1,5,12,-0.42,0.47,-0.44,-1.1,.,0.9,1
CCn1nnc(NC(=O)c2cc(Cl)c(OC)c(Cl)c2)n1,6,11,-0.11,0.16,0.7,-0.7,-4,0.9,-2
Nn1c(SCc2nc3ccccc3[nH]2)nnc1-c1cccnc1,6,8,-0.0021,0.67,0.34,.,.,1,.
COc1cccc(-c2nc3cc(C)ccc3o2)c1,5,-41,.,-0.42,0.069,.,.,0.9,.
CCOC(=O)Nc1ccc(S(=O)(=O)NCc2ccccc2)cc1,5,10,-0.6,-0.098,-0.6,0.3,-10,0.9,5
C=CCN1C(=O)CN=C1Nc1cc(C)ccc1C,5,12,-0.46,-0.96,-0.94,0.5,2,0.9,-1
CC(=O)c1ccc(NC(=O)CSCCO)cc1,6,15,0.54,0.88,1.6,-0.6,2,0.9,-1
O=C(CSc1nnc(-c2ccccc2)n1Cc1ccco1)Nc1ccc2c(c1)OCCO2,0,-1,0.34,-0.018,3.5*,-1.5,4,0.9,3
COc1ccc(S(=O)(=O)N2CCCC(C(=O)Nc3ccc(OC)c(OC)c3)C2)cc1 (configuration not stated),7,8,-0.32,-0.64,-0.88,-1.0,-18,0.9,4
CCOC(=O)N1CCC(N2C(=O)c3ccc(C(=O)O)cc3C2=O)CC1,4,2,0.21,1,-0.16,-0.5,-8,0.9,0
Nc1nnc(CC2=CCCCC2)s1,8,.,0.26,0.14,0.048,-0.2,-3,0.9,.
CCCCNC(=O)CCCn1c(=S)[nH]c2cc3c(cc2c1=O)OCO3,1,19,-0.029,0.93,-0.031,.,.,1.1,.
CCN(CCCNC(=O)C1CCCN(S(=O)(=O)CC)C1)c1cccc(C)c1 (configuration not stated),2,3,-0.17,0.04,-0.75,0.6,-2,1,3
CCN(CCO)Cc1cn[nH]c1-c1ccc(C)c(C)c1,13,6,1.6,-0.026,-0.01,0.2,-5,0.9,3
CCOC(=O)Cc1csc(NC(=O)c2c(O)c3ccccc3n(C)c2=O)n1,2,4,1,0.049,-0.084,-0.1,0,1,1

Compound profiles, as listed above. Screens in order: Ec RNAP inh | HEK293 NFkB inh | D1 mod | M1 antag | M1 agonist | S1P3 ag | S1P1 ag pot | TNAP act DEA | Jurkat tox 60K
CCN(CCCNC(=O)C1CCCN(S(=O)(=O)CC)C1)c1cccc(C)c1 (configuration not stated) reads 2 | 3 | -0.17 | 0.04 | -0.75 | 0.6 | -2 | 1 | 3
CCn1nnc(NC(=O)c2cc(Cl)c(OC)c(Cl)c2)n1 reads 6 | 11 | -0.11 | 0.16 | 0.7 | -0.7 | -4 | 0.9 | -2

More entries:
compound,Ec RNAP inh,HEK293 NFkB inh,D1 mod,M1 antag,M1 agonist,S1P3 ag,S1P1 ag pot,TNAP act DEA,Jurkat tox 60K
Cn1c(SC2C(=O)CC(C)(C)CC2=O)nnc1-c1ccco1,1,-2,-1.5,-12*,0.03,-1.1,-13,0.9,-2
COc1ccc(C(=O)N2CCCC(c3nc(-c4cccs4)no3)C2)cc1 (configuration not stated),7,19,0.18,-0.22,-1.2,0.2,1,0.9,2
COc1ccc(N2C(N)=C(C#N)C(c3cccnc3)C3=C2CC(C)(C)CC3=O)cc1 (configuration not stated),10,15,0.65,-0.14,0.24,0.2,0,0.9,1
COc1ccc(CCNC(=O)CSc2nc(C)nc3c2c(=O)n(C)c(=O)n3C)cc1OC,7,1,0.91,0.11,-1.4,-1.4,10,1,0
O=C(CSc1nnc(-c2ccncc2)n1Cc1ccco1)OC1CCCCC1,-2,10,-0.0059,0.14,-1.4,.,.,1.1,.
CSc1nnc(-c2ccc(NC(=O)CCc3ccccc3)cc2)n1C,8,8,1.1,0.15,-0.58,-0.7,-7,0.9,-2
COc1ccc(NC(=O)C2CCCN2C(=O)NCc2ccccc2)c(OC)c1 (configuration not stated),3,14,-0.37,-0.45,0.45,-0.4,-19,0.9,1
CCOC(=O)c1oc2ccccc2c1NC(=O)c1ccc(S(=O)(=O)N(C)C)cc1,2,8,0.23,0.48,0.015,-0.1,-19,0.8,0
Cc1cc(C)c(C#N)c(SCC(=O)Nc2ccc(S(=O)(=O)Nc3onc(C)c3C)cc2)n1,-2,12,-0.53,0.016,0.011,-1.0,10,0.9,-4
CCOC(=O)Cn1cnc2c(nnn2-c2ccc(OC)cc2)c1=O,6,16,0.97,-0.066,-0.26,-0.8,-1,1,-3

Quoted from the listing.
For S1P1 ag pot, CCOC(=O)c1oc2ccccc2c1NC(=O)c1ccc(S(=O)(=O)N(C)C)cc1 has the entry -19
For S1P3 ag, Cc1cc(C)c(C#N)c(SCC(=O)Nc2ccc(S(=O)(=O)Nc3onc(C)c3C)cc2)n1 has the entry -1.0

More records follow:
compound,Ec RNAP inh,HEK293 NFkB inh,D1 mod,M1 antag,M1 agonist,S1P3 ag,S1P1 ag pot,TNAP act DEA,Jurkat tox 60K
O=C(CCN1C(=O)COc2ccccc21)NCCC1=CCCCC1,2,16,0.48,-1,-0.97,-0.6,7,0.9,-3
O=C1N(CC(=O)N2CCc3ccccc32)CCN1Cc1ccc(Cl)cc1,2,13,-0.067,0.16,0.07,.,.,0.9,.
COC(=O)CSc1nc(C)c(C(C)=O)cc1C#N,9,.,-0.53,0.37,0.65,-4.2,13,0.8,.
CS(=O)(=O)N(CC(=O)NCc1ccc2c(c1)OCO2)Cc1ccccc1,0,11,0.88,-1,-0.61,-1.0,-10,1,-4
Cc1noc(C)c1COc1ccc(C(=O)OCC(=O)NC(=O)C2COc3ccccc3O2)cc1 (configuration not stated),3,0,-0.098,0.55,2.4,1.3,1,0.9,-9
CCCc1n[nH]c(=O)[nH]1,-2,4,0.086,0.53,0.4,-0.9,22,0.9,-2
O=C(CC(Nc1ccc(F)cc1)C(=O)O)c1ccccc1 (configuration not stated),6,-31,-1.5,-0.18,-0.22,-1.0,7,0.9,-4
COc1ccc(-n2c(SCC(=O)Nc3nccs3)nc3c(c2=O)SCC3)cc1,5,14,-0.026,0.77,-0.86,-1.0,-4,0.9,-1
NC(=O)CSc1nnc(-c2ccc(O)cc2)n1Cc1ccco1,12,-1,1.1,0.51,-0.078,0.0,6,0.9,-4
CCCC1c2ccc(C)n2CCN1C(=O)Nc1ccc(F)cc1 (configuration not stated),3,6,.,-0.56,2.1,-1.4,-14,0.9,-6
O=C(c1n[nH]c(=O)c2ccccc12)N1CCN(c2ccccc2Cl)CC1,6,6,0.32,0.13,1.3,-0.4,-11,0.9,-5
CCOC(=O)C(Oc1ccc(=O)[nH]n1)C(C)=O (configuration not stated),-12,.,.,0.43,0.29,-3.0,6,0.9,.
COC(=O)c1cc2oc(C)cc2n1CC(=O)N1CCCc2ccccc21,0,28,1.5,-0.18,-0.87,-0.9,-3,1,0
CCOC(=O)Cc1csc(NC(=O)CSc2nnc(-c3ccc(OC)cc3)n2C)n1,3,16,0.39,-2,0.48,-0.7,-4,1,12
COc1ccc(OC)c(NC(=O)C(CCS(C)(=O)=O)NC(C)=O)c1 (configuration not stated),.,8,-0.41,0.02,-0.68,-1.0,-11,.,-5
CCCc1nc2c3cnn(-c4cccc(Cl)c4)c3ncn2n1,-1,22,.,0.78,-0.3,-2.4,15,0.3,7
CCn1cc(C(=O)NCc2ccc3c(c2)OCO3)c(=O)c2cc(F)c(N3CCN(C)CC3)cc21,7,9,-0.88,-1.3,-0.73,-1.1,-24,1,8
Cc1nc(C)c(C(=O)C2=C(O)C(=O)N(CCN(C)C)C2c2cccs2)s1 (configuration not stated),14,27,-0.8,-0.51,-0.6,-0.2,6,1,-6
COc1ccc(Cn2c(C3CC3)nc3ccc(NC(=O)c4ccco4)cc3c2=O)cc1,6,0,1.7,-0.53,-0.083,-1.1,6,0.9,9
COc1ccc2nc(NC(=O)C3CCCN(S(=O)(=O)c4cccs4)C3)sc2c1 (configuration not stated),-2,-8,.,.,.,-0.8,-34,1,-2
CCN(CC)CCNC(=O)Cn1nc(Cc2cccnc2)c2ccccc2c1=O,8,12,-0.29,0.0047,0.32,-0.2,-10,0.9,0
C=C(C)COc1ccc(-c2nc(N)ncc2-c2ccc(OC)cc2)c(O)c1,3,20,3.4*,0.79,0.27,-1.0,14,0.9,1
Cc1nn(C)c(C)c1S(=O)(=O)N1CCC(C(=O)NCCC2=CCCCC2)CC1,6,5,0.16,-0.33,0.48,-1.1,-21,1,5
CCc1cccc2c(=O)c(C(=O)N3CCCCCC3)c[nH]c12,7,-4,1.4,0.042,-0.26,-0.3,21,0.9,3
O=C(C1CC1)N1CCc2cc(S(=O)(=O)N3CCCc4ccccc43)ccc21,5,-5,0.081,0.13,0.05,-0.6,-23,0.9,-3
Cn1c(C(=O)O)cc2cc(F)ccc21,7,16,-0.35,0.08,-0.064,-0.9,-3,0.9,-1
Cc1cccc(-n2nnc(C(=O)NCc3ccccc3)c2N)c1,12,12,0.42,-0.048,-0.1,-0.2,-2,0.9,16
CCC(C)Oc1ccccc1C1CC(=O)NC2=C1C(=O)CCC2 (configuration not stated),7,9,0.4,-0.21,-1.4,-0.3,-30,0.9,40*
O=C(CN1C(=O)NC2(CCSC2)C1=O)N1CCN(c2ccc(F)cc2)CC1 (configuration not stated),1,-2,.,-0.39,0.034,.,.,0.9,.
COc1ccccc1C(=O)Oc1ccc(N2C(=O)CCC2=O)cc1,4,0,-0.0059,0.47,-0.48,-0.5,.,0.9,2
O=C(CCCn1c(SCC(=O)NC2CCCCC2)nc2ccccc2c1=O)NCC1CCCO1 (configuration not stated),-3,14,-0.64,-0.091,-0.89,.,.,0.9,.
COc1ccc(-n2c(Cc3cccn3C)nnc2SCC(=O)NCc2ccccc2Cl)cc1,3,3,0.17,-0.89,-0.76,-1.0,10,1,-3
O=C(c1cnn(-c2ccccc2)c1-n1cccc1)N1CCN(C2CCCCC2)CC1,4,8,.,-0.13,-0.49,-1.1,12,0.9,3

Random draw from the library. About 12% of those tested had a hit in this group.
